Pf apPOL block = Pf-apPOL DNA polymerase inhibition; Recombinant Pf-apPOL, molecular beacon fluorescence, 1.5 h; AID 1794808; actives 0.25% (n = 210,000); inhibition, % at 10 µM
mHTT CaM bind = disrupts binding of mutant huntingtin to calmodulin | P42858 | AlphaScreen His-mHTT/GST-CaM binding, luminescence | inhibition, % at 15 µM | actives 3.6% (n = 190,000);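 also: 0% = both proteins with DMSO and 100% = one protein alone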
Starred values were filed as active, the others as inactive; . = not tested or not shown; & = joins results of further samples. Rule as the data show it: active = inhibition above about 50%; inactive = the rest.

SMILES	Pf apPOL block	mHTT CaM bind
Cc1cccc(NC(=O)N2CCC(N3CCN(Cc4ccccc4)C3=O)CC2)c1C	-4	100*
CCOc1ccc(-c2cn(-c3ccc(F)cc3)c(=O)[nH]2)cc1Cl	-8	23
Cc1ccccc1C1C=C(c2ccc(Br)s2)Nc2nnnn21 (stereo not drawn)	-6	3
CC1=C(C(=O)Nc2ccccc2)C(c2ccc(OCc3ccc(C)cc3)cc2)n2ncnc2N1 (stereo not drawn)	1	8
COc1cccc(NC(=Nc2nc(C)cc(C)n2)NC(=O)Nc2ccc(Cl)cc2)c1	20	0
CSc1nc2sc3c(c2c(=O)n1-c1ccccc1)CCCCC3	-8	-1
CC1CN(S(=O)(=O)c2ccc3[nH]c4c(c3c2)CCCC4)c2ccccc2O1 (stereo not drawn)	-4	96*
Cc1noc(-c2ccncc2)c1C(=O)NCCc1ccc(F)cc1	-5	-7
COc1ccc(Cl)cc1C(=O)Nc1ccc(NC(=O)c2ccco2)cc1	-4	5
CC(C)C(=O)NCc1csc(C2CCN(C(=O)c3ccc(C(F)(F)F)cc3)CC2)n1	-2	18
COc1ccc(N(CC(=O)Nc2cccc(C)c2C)S(C)(=O)=O)cc1OC	1	-4
CCOc1ccc(N2Cc3ccc(C(=O)NN)cc3C2)cc1	0	31
COCCN(CCOC)Cc1c(O)ccc2c(-c3cc4cc(Cl)ccc4oc3=O)cc(=O)oc12	-9	23
Cc1ccc(CNC(=O)CN2CCN(C(=O)Nc3ccc(Br)cc3)CC2=O)o1	-5	-2
Cc1ccccc1-c1cc(N2CCN(C(=O)Cc3cccc(F)c3)CC2)ncn1	-4	9
Cc1ccc(S(=O)(=O)N(CC(=O)N2CCC(C(N)=O)CC2)C2CCCCC2)cc1	4	-2
O=C(OCn1nnc2ccccc2c1=O)c1ccccc1[N+](=O)[O-]	7	-13
COC(=O)C1CCN(C2CN(Cc3ccc(F)cc3)S(=O)(=O)C2)CC1 (stereo not drawn)	0	-3
N#Cc1ccc(-n2nnc3ccccc32)c([N+](=O)[O-])c1	-4	-9
CN(Cc1cccc(O)c1)C1CCCCC1	-9	0
CC(=O)N1CCN(c2ccc(NC(=O)COc3ccc(Br)cc3)cc2)CC1	-5	10
Cc1ccc(C(=O)NC(Nc2ncccn2)(C(F)(F)F)C(F)(F)F)cc1	-2	.
COc1cccc(S(=O)(=O)NCc2ccc(C(=O)Nc3cccc(Cl)c3)cc2)c1	-3	-4
COCC(C)NS(=O)(=O)c1ccc(NC(C)=O)cc1 (stereo not drawn)	-6	-4
C=CCn1c(SCc2ccccc2)nc2sc(CC)cc2c1=O	-1	-26
(listing goes on)
SMILES	Pf apPOL block	mHTT CaM bind
O=C1C(=Cc2ccccc2Br)Oc2c1ccc(O)c2CN1CCOCC1	-2	24
Clc1cccc(CN2CCCN(c3ncccc3-c3nc(C4CC4)no3)CC2)c1	0	15
O=C(c1cccc(N2CCNC(c3ccccc3)C2)n1)N1CCSCC1 (stereo not drawn)	-2	-2
Cc1cc(C)c(S(=O)(=O)N2CCCC2C(=O)NCCc2csc(C)n2)c(C)c1 (stereo not drawn)	-5	-2
CC1Cc2cc(-c3cc(CC(=O)Nc4ccccc4C(F)(F)F)no3)ccc2O1 (stereo not drawn)	4	4
O=c1c2cnn(C3CCS(=O)(=O)C3)c2ncn1Cc1ccc(C(F)(F)F)cc1 (stereo not drawn)	-38	-16
O=C(Nc1cccc(-c2nc3ncccc3o2)c1)C1CCC1	-4	1
COc1ccc(-c2nc3ccccc3c(=O)n2CC(=O)Nc2ccc(C)c(Cl)c2)cc1OC	-6	1
CC1CCCCN1C(=O)c1nn2c(c1Cl)NC(c1ccco1)CC2C(F)(F)F (stereo not drawn)	-7	10
O=c1[nH]c2cncc(Br)c2[nH]1	.	0
COc1ccc(CCNc2nc3ccccc3s2)cc1OC	-19	-3
COc1ccc(CN2CC(COCc3ccccc3)Oc3ccccc3S2(=O)=O)cc1 (stereo not drawn)	-8	-10
Cc1cc(S(=O)(=O)NCc2ccccc2)c(C)c(S(=O)(=O)c2ccccc2)c1	2	-7
CN(C1=NC(=O)C(=Cc2cc(Cl)ccc2OCC(=O)O)S1)c1ccc(O)cc1	-5	18
CC1=CC(C)C(C2OCC(CN3CCCC3)O2)C(C)C1 (stereo not drawn)	29	7
CCOc1ccc(S(=O)(=O)NCCCOC)c2cccnc12	-2	5
Cc1c(-c2noc(-c3ccc(F)cc3)n2)nnn1Cc1ccccc1	-1	-12
Cc1cccc(NC(=O)C2CCCC2)n1	0	-8
CCCc1ncc(C(=O)c2ccc(OC)cc2)n1C	2	2
Cc1ccc(C)c(NC(=O)c2cc3n(n2)CCCN(Cc2ccc(F)cc2)C3=O)c1	8	-5
CCc1ccc(OCC(=O)NC(C)c2ccccc2)cc1 (stereo not drawn)	-7	-21
Cc1cc(C)cc(-n2c(CN3CCN(C(=O)NC(C)(C)C)CC3)nc3cccnc32)c1	-1	-6
O=C(NC1CCN(c2ccccc2C(=O)N2CCCC2)CC1)c1ccccc1Cl	-3	5
COc1ccc(-c2noc(C3(NC(=O)c4ccc(OC)c(F)c4)CCCCC3)n2)cc1	-3	6
Cc1ccc(/C=C2\Sc3ccccc3N(CC(=O)NCCCN(C)c3ccccc3)C2=O)cc1	-8	46
Additional results follow:
SMILES	Pf apPOL block	mHTT CaM bind
CCCc1nnc(NC(=O)C2C3CC4CC(C3)CC2C4)s1 (stereo not drawn)	-2	-6
CN(C)c1ccc(C(O)(c2ccccc2)c2ccccc2)cc1	-4	76*
CC(C)n1c(C2CCN(C(=O)Nc3ccccc3Cl)C2)nc2ccncc21 (stereo not drawn)	-5	5
O=C(Nc1ccc(N2CCOCC2)cc1)C1CCN(C(=O)NCc2cccs2)CC1	-3	-7
O=C(Nc1cccc(Cl)c1)c1ccc(-n2nc(N3CCCC3)ccc2=O)cc1	1	-9
O=[N+]([O-])c1ccc(Sc2ncnc3nc[nH]c23)c([N+](=O)[O-])c1	-2	1
O=C(C1CCCC1)N1CCCN(Cc2noc(-c3ccccc3)n2)CC1	2	-1
CCCSc1nnc2c(n1)OC(C(=O)c1ccc(OC)cc1)Nc1ccccc1-2 (stereo not drawn)	-10	24
O=C(O)c1cc(Cl)ccc1I	10	.
CN1CCCc2cc(C(=O)NC3CC3)sc21	-3	-1
COc1ccc(S(=O)(=O)N2CCN=C2SCc2ccccc2F)cc1	3	-47
N#CC1=C(N)OC2=C(C(=O)CC(c3ccccc3)C2)C1c1ccc(Br)cc1 (stereo not drawn)	-1	3
COC(=O)c1ccc(COc2coc(CN3CCN(Cc4ccccc4)CC3)cc2=O)cc1	-6	5
O=C(CCC1CCCN(C(=O)Nc2ccccc2)C1)N1CCC2(CC1)OCCO2 (stereo not drawn)	-5	-10
NC(=O)c1ccc2c(c1)n(Cc1cccc(F)c1)c(=O)c1ccnn12	0	-2
Cn1nc(NC(=O)c2ccc(CSc3ccc(Cl)cc3)o2)c2c(F)cccc21	-5	.
Cc1cc(C)c2c(N3CCCC3)nc(C(=O)N(C)Cc3ccccc3)nc2n1	-6	26
COc1ccc(C2C(C(C)=O)=C(O)C(=O)N2CC(=O)O)cc1OC (stereo not drawn)	-4	-4
COc1ccc(C2C(C(=O)Nc3ccc(C(F)(F)F)cc3)c3ccccc3C(=O)N2C)cc1 (stereo not drawn)	-2	5
CO[C@H]1O[C@@H]2O[C@]3(C)CC[C@@H]4[C@@H](C)CC[C@H]([C@H]1C)[C@]24OO3	-6	.
COc1ccc(C=C2Oc3cc(OCC(N)=O)ccc3C2=O)cc1OC	-1	19
Cc1ccccc1C(=O)N1CCCC(c2nc(CCNC(=O)C3CC3)cs2)C1 (stereo not drawn)	4	5
CCCc1[nH]n(-c2nc3ccccc3s2)c(=O)c1C(C)=Nc1cc(Cl)ccc1O	-3	-2
CCCCCOc1ccc2c3c(c(=O)oc2c1)CCC3	6	-17
Cc1ccc([N+](=O)[O-])c2c1NC(c1ccc(Br)cc1)C1CC=CC21 (stereo not drawn)	4	97*

Ordered by count of non-hydrogen atoms (rising): some entries from above
SMILES	Pf apPOL block	mHTT CaM bind
CCCCCOc1ccc2c3c(c(=O)oc2c1)CCC3	6	-17
CO[C@H]1O[C@@H]2O[C@]3(C)CC[C@@H]4[C@@H](C)CC[C@H]([C@H]1C)[C@]24OO3	-6	.
COc1ccc(C2C(C(C)=O)=C(O)C(=O)N2CC(=O)O)cc1OC (stereo not drawn)	-4	-4
CCCSc1nnc2c(n1)OC(C(=O)c1ccc(OC)cc1)Nc1ccccc1-2 (stereo not drawn)	-10	24
O=C(Nc1ccc(N2CCOCC2)cc1)C1CCN(C(=O)NCc2cccs2)CC1	-3	-7
COc1ccc(C2C(C(=O)Nc3ccc(C(F)(F)F)cc3)c3ccccc3C(=O)N2C)cc1 (stereo not drawn)	-2	5

Gathered by group: those above containing an aryl thioether with sulfur outside any ring (five)
SMILES	Pf apPOL block	mHTT CaM bind
CSc1nc2sc3c(c2c(=O)n1-c1ccccc1)CCCCC3	-8	-1
C=CCn1c(SCc2ccccc2)nc2sc(CC)cc2c1=O	-1	-26
O=[N+]([O-])c1ccc(Sc2ncnc3nc[nH]c23)c([N+](=O)[O-])c1	-2	1
CCCSc1nnc2c(n1)OC(C(=O)c1ccc(OC)cc1)Nc1ccccc1-2 (stereo not drawn)	-10	24
Cn1nc(NC(=O)c2ccc(CSc3ccc(Cl)cc3)o2)c2c(F)cccc21	-5	.

Next section
SMILES	Pf apPOL block	mHTT CaM bind
O=C(Nc1ccc(-n2nncc2-c2ccco2)cc1)c1cc2ccccc2oc1=O	-4	7
O=C(NC(c1ccc(Cl)cc1)c1ccc2cccnc2c1O)c1ccccc1 (stereo not drawn)	-2	100*
Cc1ccc(NC2CCC(C3OCCO3)CC2O)cc1 (stereo not drawn)	8	3
Cc1ccc(CN2CCc3nc(Nc4ccc5c(c4)OCO5)ncc3C2)cc1	-4	11
O=C(c1ccoc1)N1CCCn2nc(-c3cccs3)cc2C1	-6	-3
Cc1cc(C)c2c(N)c(C(=O)c3ccc4c(c3)OCO4)sc2n1	-6	-6
CCCNC(=O)CC1CCN(S(=O)(=O)c2cccs2)CC1	-5	-10
COCCNC(=O)C1COc2ccc(NC(=O)C(C)C)cc2C1 (stereo not drawn)	4	-9
Cc1ccsc1C(=O)N1CCc2c(nc3cc[nH]n3c2=O)C1	3	-2
Cc1ccc(NC(=O)COc2cc(C)nc(N3CCCCC3)n2)c(C)c1	2	5
O=C1Nc2cc(Cl)c(Cl)cc2N(O)N1c1ccc(Br)cc1	-7	3
Cc1ccnc(N2CCC(C(=O)Nc3ccc(Cl)cc3C)CC2)n1	3	-5
Cc1ccc(C(=O)O)cc1NC(=O)c1cccs1	1	-3
Fc1ccccc1-c1noc(-c2ncn3c2COC(c2ccccc2Cl)C3)n1 (stereo not drawn)	-10	12
COc1cccc(/C=C2\N=C(c3ccccc3C)OC2=O)c1	-12	-2
CN(C)c1ccc(C2C3=C(CCCC3=O)Nc3nc(SCc4ccccc4F)[nH]c(=O)c32)cc1 (stereo not drawn)	-5	52*
Nc1ccccc1C(=O)NCCc1c[nH]c2ccccc12	-35&-6	.
O=C(c1ccc2nc[nH]c2c1)N1CCC(Nc2cccnc2)C1 (stereo not drawn)	-2	3
CCCOc1ccc(/C=C/c2c([N+](=O)[O-])c(=O)n(C)c(=O)n2C)cc1	-8	0
Cc1ccc(S(=O)(=O)N2CCN(C(=O)c3ccccc3Cl)CC2)cc1C	-3	-9
O=C(CSc1nccn1-c1ccc(F)cc1)Nc1ccc(Cl)c(Cl)c1	0	7

Quoted from the entries so far (7 entries):
SMILES	Pf apPOL block	mHTT CaM bind
O=C(NC(c1ccc(Cl)cc1)c1ccc2cccnc2c1O)c1ccccc1 (stereo not drawn)	-2	100*
Cc1ccc(NC2CCC(C3OCCO3)CC2O)cc1 (stereo not drawn)	8	3
Cc1ccc(CN2CCc3nc(Nc4ccc5c(c4)OCO5)ncc3C2)cc1	-4	11
O=C(c1ccoc1)N1CCCn2nc(-c3cccs3)cc2C1	-6	-3
Cc1cc(C)c2c(N)c(C(=O)c3ccc4c(c3)OCO4)sc2n1	-6	-6
CCCNC(=O)CC1CCN(S(=O)(=O)c2cccs2)CC1	-5	-10
COCCNC(=O)C1COc2ccc(NC(=O)C(C)C)cc2C1 (stereo not drawn)	4	-9

Compound activity (PubChem BioAssay)
